# Casp1 inh – blocks human caspase-1 allosterically or competitively | Caspase-1 enzyme, Ac-WEHD-AFC fluorogenic rate | 75,000 compounds, 0.03% hits | P29466 | Potency, µM (series often up to 57.5 µM), without a hit: top-dose activity change, negative = inhibition, most hits filed as inhibitors;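 note: potency is the fitted concentration of half-maximal effect; plate controls were vehicle for no effect and no substrate for full effect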
# 4MU fluor – compound fluoresces in the 4-MU spectral region; compound autofluorescence, 340/450 nm, 4-MU equivalents; active compounds read high; max dye-equivalent concentration, M; 59,000 compounds, 11% hits; in the data active = max dye-equivalent concentration above about 10 nM; inconclusive = mostly about 1.1 nM to 9.6 nM
#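 Compounds in 100 mM Tris, pH 8.0, incubated 15 min at room temperature, then fluorescence read at 340 nm excitation/450 nm emission. Signal converted to 4-MU dye-equivalent concentration using an on-plate six-point 4-MU standard curve.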
# USP2a inhib – blocks human ubiquitin-specific protease USP2a; USP2a enzymatic assay, qHTS inhibition; Potency, µM (titrated, usually from 38.3 µM), inactives show at the highest dose activity change, negative = inhibition, usual class: inhibitors; AID 927; 60,000 compounds, 0.1% hits;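 note: potency is the fitted concentration of half-maximal effect; nearly all actives have a fitted effect of over 60% in size; plate controls were DMSO for no effect and NEM full inhibition control for full effect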
#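 USP2 core (20 nM final) was preincubated with compound for 30 min at RT in 20 mM Tris-HCl pH 8.0, 2 mM CaCl2, 2 mM beta-mercaptoethanol; Ub-PLA2 (20 nM) plus NBD C6-HPC (20 uM) then added, fluorescence read after 2.5 h.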
# BRCT inh green – BRCA1 BRCT-phosphoprotein interaction inhibition. Potency, µM (doses to about 76.9 µM), inactives show top-dose activity change, negative = inhibition, most hits filed as inhibitors. AID 875. BRCA1 BRCT-phosphopeptide binding, green fluorescence polarization. 75,000 compounds, 0.05% hits. P38398;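 note: potency is the fitted concentration of half-maximal effect; plate controls were peptide without protein for full effect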
#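 Compounds were incubated for 12 min at room temperature with a complex of 100 nM fluorescein-tagged pBACH1 decapeptide and 250 nM His-tagged BRCT protein. Buffer was phosphate pH 7.3 with EDTA, DTT and Tween 20. Disruption of binding lowers the polarization signal.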
# A350 autofl – A350 region autofluorescence; Compound autofluorescence, 340/450 nm, Alexa 350 dye-equivalents; active compounds read high; 59,000 compounds, 11% hits; max dye-equivalent concentration, M; in the data active = max dye-equivalent concentration above about 10 nM; inconclusive = mostly about 1.1 nM to 9.6 nM
# HEK293 cAMP ctrl – parental HEK293 cAMP activation (counter-screen); 73,000 compounds, 2.5% hits; parental HEK293 CNG cAMP sensor, membrane potential fluorescence; Potency, µM (series often up to 57.1 µM), for the others: at the highest dose activation, most hits filed as activators; note: potency is the fitted concentration of half-maximal effect; % of control where 0% means no effect; nearly all actives have a fitted effect of over 55% in size
#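 Parental HEK 293 cells stably expressing a modified CNG channel (no TSHR) report cAMP rise as membrane depolarization. Membrane potential dye with 100 uM RO 20-1724 was loaded for 60 min at room temperature, then compound added for 30 min; fluorescence read at 590 nm.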
# Ub-GFP proteasome – ubiquitin-GFP accumulation via proteasome inhibition | Ubiquitin-GFP reporter cells, proteasome inhibition, GFP fluorescence; response scale: untreated = 0%, 10 µM MG-132 = 100% | Potency, µM (titrated, usually from 45.9 µM), inactives show at the top dose activation (GFP accumulation), hits mostly activators | 67,000 tested, under 10 active; active = well fitted activation curve with a large enough effect, not every such curve was filed as active; inconclusive = small, poorly fitted or top-dose-only effect, or another doubt; inactive = no such curve, though single readings can be large or run the other way; note: potency is the fitted concentration of half-maximal effect
#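 Reporter cells (U2OS, ubiquitin-G76V-GFP fusion) are plated overnight, then treated 4 hr at 37 °C with compound titrations from 46 uM down to 2.9 nM. Activity is scaled against untreated cells and 10 uM MG-132.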
# BRCT inh red – disrupts BRCA1 BRCT binding to phosphoprotein, red fluorophore readout; P38398; 75,000 compounds, 0.03% hits; Potency, µM (titrated, usually from 76.9 µM), without a hit: at the highest dose activity change, negative = inhibition, hits mostly inhibitors; AID 892; BRCT-phosphopeptide binding, red fluorescence polarization; note: % is set by controls: 0 for no effect and ±100 for the full control effect
#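 Rhodamine-labelled pBACH1 10-mer (100 nM) bound to BRCT domain (100 nM) at pH 7.3; compounds incubated 12 min room temperature, polarization read. Free peptide defines full inhibition; unlabelled decapeptide titrated as control.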
# Fluorescein autfl – compound autofluorescence in fluorescein spectral region; 59,000 compounds, 0.91% hits; max fluorescein-equivalent concentration, M; Compound autofluorescence, 480/540 nm, fluorescein-equivalent; active compounds read high; in the data active = max fluorescein-equivalent concentration above about 10 nM; inconclusive = between about 1.1 nM and that limit
#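 Read-out is intrinsic compound fluorescence at 480/540 nm (excitation/emission), expressed as dye-equivalent concentration using a fluorescein standard series run on every plate. Compounds sat 15 min at room temperature in 100 mM Tris, pH 8.0.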
# GFP derepression – epigenetic modulators derepressing GFP locus in mouse cells. mouse C127i GFP locus derepression, cytometry, 30 h. Potency, µM (series often up to 46.1 µM), for inactives: at the highest dose GFP derepression (activation). 68,000 compounds, 0.09% hits; note: % of control where 0% means no effect
#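 Locus derepression in mouse mammary C127i cells whose integrated CMV-GFP reporter is normally silent; GFP expression after 30 h compound treatment was quantified by counting fluorescent cells.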
# Caspase-7 inhib – blocks human caspase-7 allosterically or competitively | P55210 | 75,000 compounds, 0.02% hits | Potency, µM (series often up to 57.5 µM), without a hit: top-dose activity change, negative = inhibition, usual class: inhibitors | recombinant caspase-7, Ac-DEVD-AFC fluorescence rate; active = well fitted inhibition curve with a large enough effect in the main read-out, with a control signal flat, not every such curve was filed as active; inconclusive = small, poorly fitted or top-dose-only effect, or a change in a side signal; note: potency is the fitted concentration of half-maximal effect; % of control where 0% means no effect
# Active calls of the source: *; i = inactive; ? = inconclusive; / = not tested or not shown; [ ] = dose if it differs, or a comment. Unless noted, calls come from the whole dose curve; as a rule, active = well fitted curve in the direction sought with a large enough effect; inconclusive = small, poorly fitted or top-dose-only effect, or another doubt; inactive = no such curve, though single readings can be large; an effect the other way counts as inactive or inconclusive.
SMILES,Casp1 inh,4MU fluor,USP2a inhib,BRCT inh green,A350 autofl,HEK293 cAMP ctrl,Ub-GFP proteasome,BRCT inh red,Fluorescein autfl,GFP derepression,Caspase-7 inhib
COc1ccc(NC(=O)CSc2nc(O)cc(=O)n2-c2ccccc2OC)cc1,-8%,/,?,-0.1%,/,-8%[11.4 µM],3%[9.17 µM],0.4%,/,0%,-25%
CCC(C)NC(=O)C1c2ccccc2C(=O)N1Cc1ccccc1OC (stereo not drawn),1%,i,11%,-1.8%,i,22%,-10%,-0.3%,i,-1%,0%
CC(CC(=O)O)CC(=O)Nc1ccccc1C(=O)O (stereo not drawn),2%,i,1%,3.3%,i,1%,-1%,0.0%,?,2%,1%
COCCNC(=O)c1cnn2c(C(F)(F)F)cc(-c3ccc4c(c3)OCO4)nc12,5%,6.6e-08M*,-8%,-1.7%,6.7e-08M*,16%,-2%,-2.8%,?,-3%,-3%
CC(C)OC(=O)CSc1nnc(Cc2ccccc2)n1Cc1ccco1,-1%,i,4%,-1.1%,i,5µM*,-2%,-2.8%,i,-3%,-4%
CCOC(=O)c1c(C)c(C(=O)NCCc2ccc(S(N)(=O)=O)cc2)c(C)n1CC,0%,i,9%,1.6%,i,28%,1%,0.4%,i,3%,-1%
COc1ccc(Cc2nnc(SCc3nc4ccccc4c(=O)[nH]3)n2C)cc1,1%,i,0%,-0.8%,i,17%,3%,-0.3%,i,-2%,0%
COc1ccc(S(=O)(=O)N2CCCC(C(=O)Nc3ccc(NC(=O)c4ccccn4)cc3)C2)cc1 (stereo not drawn),-2%,?,27%,-0.3%,?,-9%,1%,1.3%,i,0%,8%
C=Cn1c(C(=O)O)cc(CC)c1-c1ccccc1,-2%,i,/,-3.8%,i,30%,1%,0.0%,i,0%,1%
COc1ccc(O[C@H]2C=C[C@@H](c3ccccc3)O[C@H]2COC(=O)CC/C(C)=N\O[C@@H](C)c2cc(-c3c(C)cc(C)cc3C)no2)cc1,-1%[11.5 µM],/,/,-0.1%[15.4 µM],/,1%[11.4 µM],/,1.2%[15.4 µM],/,/,0%[11.5 µM]
Cc1cccc(N2CCN(c3nc4ccc(Cl)cc4n4cnnc34)CC2)c1C,1%,/,/,-0.2%,/,-2%,20%,0.1%,/,-2%,-3%
O=C(SCc1cccc2ccccc12)c1ccc(Cl)cc1,-5%[11.5 µM],i,/,-0.2%[15.4 µM],i,7%[11.4 µM],3%[9.17 µM],-0.2%[15.4 µM],i,-3%[9.22 µM],-2%[11.5 µM]
Cc1cc(NC(=O)COc2ccc3oc4ccccc4c3c2)no1,-1%,i,-2%,-1.0%,i,16%,0%,-0.4%,?,1%,0%
Cc1noc(C)c1S(=O)(=O)Nc1ccc(C(=O)O)cc1,2%,i,-7%,-1.9%,i,6%,3%,0.1%,i,-3%,-2%
CCOc1cc(C(=O)N2CCN(c3ccc(C(C)=O)cc3)CC2)cc(OCC)c1OCC,0%,?,13%,-2.1%,?,12%,-7%,0.4%,i,0%,-3%
Cc1ccccc1NC(=O)c1cc(N)ccc1N1CCCCC1,-1%,i,0%,-3.3%,i,1%,-3%,-2.2%,i,-3%,0%
CCCC(=O)Nc1nc2ccc(OC)cc2s1,-1%,/,/,0.9%,/,?,-9%,-0.6%,/,/,1%
O=C(CSc1oc(-c2ccco2)nc1S(=O)(=O)c1ccc(Cl)cc1)NCC1CCCO1 (stereo not drawn),-1%,i,24%,2.4%,i,-3%,15%,0.2%,i,1%,-4%
O=C(/C=C(\O)c1ccccc1)c1ccccc1O,-1%,/,2%,-1.5%[3.08 µM],/,/,/,-3.8%,/,/,-3%
CCC1(CC)C(=O)N(C)C(=O)NC1=NCc1ccccc1,-1%,?,-3%,-2.4%,?,1%,-2%,-0.8%,?,2%,0%
COc1ccc2[nH]cc(CCNc3ncnc4ccc(-c5cccnc5)cc34)c2c1,-2%,i,-111%,-1.7%,i,-12%,9%,-0.8%,?,-1%[9.22 µM],0%
Cc1nnc(C)c2c(C)n(Cc3ccc4c(c3)OCO4)c(C)c12,?,8.4e-08M*,5%,-0.7%,2.5e-08M*,?,-2%,-1.6%,i,-2%,-24%
O=C(c1cc2nc(-c3ccccc3)cc(C(F)(F)F)n2n1)N1CCCC1,-1%,6.3e-08M*,-2%,0.5%,7.3e-08M*,7%,-3%,0.5%,?,0%,-1%
COCc1nc(-c2cc(Br)ccc2OC)no1,-1%,i,2%,1.1%,?,-1%,-6%,-1.3%,?,4%,-1%
C#CCN(C)Cc1ccccc1,-3%[25.7 µM],?,52%[activator][17.1 µM],0.0%[34.4 µM],?,7%[25.6 µM],7%[20.5 µM],0.6%[34.4 µM],i,2%[20.6 µM],0%[25.7 µM]
O=c1[nH]c2ccc(S(=O)(=O)N3CCN(c4ccccc4F)CC3)cc2s1,-4%,i,24%,-0.9%,i,?,-2%,-3.0%,i,0%,-3%
c1ccc(-n2ncc3c(NCc4ccccn4)ncnc32)cc1,0%,i,3%,-0.6%,i,0%,-4%,-0.5%,i,-2%,-2%
Cc1oc(C)c2c(=O)ccc3c(c12)OC(N)=C(C#N)C3c1ccccc1 (stereo not drawn),?,i,21%,15%,i,7%,3%,2.1%,1.1e-08M*,0%,-25%
N#CCCN(Cc1cccnc1)C(=O)c1ccc(S(=O)(=O)N2CCOCC2)cc1,0%,i,0%,-1.5%,i,7%,0%,-3.3%,i,4%,2%
CC(C)C(C)(C#N)NC(=O)CSc1nc2scc(-c3ccco3)c2c(=O)n1-c1ccccc1 (stereo not drawn),-7%,i,29%,3.5%,?,10%,-1%,0.9%,?,-1%,-7%
CCCOC(=O)Nc1ccc(N2CCCCC2)cc1,0%,i,-4%,-0.9%,i,-4%,-5%,0.6%,i,1%,0%
CCOC(=O)N1CCN(C(=O)CN(c2cc(C(F)(F)F)ccc2Cl)S(C)(=O)=O)CC1,-1%,/,8%[7.66 µM],-0.5%,/,3%[11.4 µM],-9%[9.17 µM],0.3%,/,2%,1%
O=C(CCn1nc(-c2ccc(Cl)cc2)ccc1=O)NCc1ccccn1,-3%,i,12%,-0.4%,?,2%,3%,-0.8%,i,0%,-1%
COCC(=O)N(Cc1ccco1)c1nnc(C2CCOC2)s1 (stereo not drawn),1%,i,-4%,-2.0%,i,3%,3%,-1.8%,i,0%,1%
Cc1nn(-c2ccccc2)c2nc(-c3ccco3)cc(C(=O)O)c12,-6%,?,0%,1.4%,?,9%,5%,-0.2%,i,-2%,0%
O=S(=O)(c1cnc[nH]1)N1CCc2ccccc21,-4%,i,-2%,14%,i,2%,5%,4.9%,?,0%,-1%
CCC(Oc1ccc2ccccc2c1)C(=O)O (stereo not drawn),3%,i,-3%,-2.1%,i,27%,0%,1.5%,i,0%,-1%
CCOc1ccc(NC(=O)CN2CCN(CC(=O)c3ccc(OCC)cc3)CC2)cc1,-3%,i,26%,3.7%,i,21%,2%,-2.4%,i,-2%,-2%
O=c1n(-c2ccccc2)c(=O)n2n1CCC2,3%,i,5%,0.7%,i,5%,4%,-0.5%,i,-2%,-2%
COC(=O)c1c(NC(=O)CCc2ccc(C)o2)sc(C)c1C,-2%,i,-8%,-1.3%,i,?,7%,-1.6%,i,0%,-3%
Cc1ccc2c(c1)cc(CN(Cc1ccc3c(c1)OCO3)S(=O)(=O)c1ccccc1)c1nnnn12,1%,i,1%,1.0%,i,18%,-4%,-0.7%,i,1%,-1%
CC(=O)Nc1ccc(-c2ccccc2)s1,-1%,i,3%,-2.2%,i,-4%,-1%,-0.5%,i,-2%,2%
CCOC(=O)N/C(N)=N/c1nc2ccccc2s1,-3%,/,2%[7.66 µM],-1.7%,/,23%[11.4 µM],0%[9.17 µM],0.4%,/,-2%,2%
CCOC(=O)N1CCN(C(=O)CCCn2c(=O)[nH]c3ccccc3c2=O)CC1,-1%,?,3%,-1.9%,?,0%,2%,0.0%,i,-1%,6%
O=C(c1ccc2c(c1)OCCO2)C1CCN(S(=O)(=O)c2cccc(F)c2)CC1,-5%,1.2e-08M*,12%,0.4%,1.2e-08M*,17%,-9%,-0.7%,i,-1%,-2%

# Bioassay records deposited in PubChem by National Center for Advancing Translational Sciences (NCATS).

# Not all compounds are listed; count on the stated rates, not on these rows.
